Bioassay records (PubChem)
MBD2 inh = MBD2-methylated oligo binding inhibition; TR-FRET, MBD2 binding to methylated oligonucleotide; inhibition, % at 4.4 µM; 370,000 tested, 0.31% active; Q9UBB5; in the data active means inhibition above about 13%
Target sequence (Q9UBB5 whole entry, looked up): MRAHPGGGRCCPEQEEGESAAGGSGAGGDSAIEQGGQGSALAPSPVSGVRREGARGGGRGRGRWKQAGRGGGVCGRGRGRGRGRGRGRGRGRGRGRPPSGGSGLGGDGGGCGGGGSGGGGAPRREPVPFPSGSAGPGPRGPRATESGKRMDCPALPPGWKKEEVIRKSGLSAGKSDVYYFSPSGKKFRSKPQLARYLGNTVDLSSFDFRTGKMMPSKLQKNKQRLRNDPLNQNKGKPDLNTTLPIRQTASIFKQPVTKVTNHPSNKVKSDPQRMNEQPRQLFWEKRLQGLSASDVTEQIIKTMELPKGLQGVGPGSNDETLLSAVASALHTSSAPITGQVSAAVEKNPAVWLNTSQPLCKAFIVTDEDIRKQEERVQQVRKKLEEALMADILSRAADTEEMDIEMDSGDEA
KLK7 zymogen act = activators of human kallikrein-7 zymogen. purified proKLK7, EDANS-DABCYL substrate fluorescence; 100% is mature enzyme control, 0% vehicle. 370,000 tested, 0.9% active. activation, % at 7 µM. P49862;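 active means activation above the mean of all tested compounds plus 3 SD, computed per campaign excluding outliers beyond control limits, cut at about 13% in these data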
Tn7 DDE FP = inhibitors of Tn7 peptide binding to human fibrin DD(E); FP displacement of FITC-Tn7 peptide from fibrin DD(E); 0% = median of compound wells per plate; inhibition, % at 8.3 µM; 370,000 tested, 0.13% active;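 active means inhibition above the mean of compounds falling within the control limits plus 3 SD of them, cut at about 14% in these data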;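 further: 0% = plate median of compound wells and 100% = 10 µM Aha-Tn7 peptide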
Target sequence (P02675 whole entry, looked up): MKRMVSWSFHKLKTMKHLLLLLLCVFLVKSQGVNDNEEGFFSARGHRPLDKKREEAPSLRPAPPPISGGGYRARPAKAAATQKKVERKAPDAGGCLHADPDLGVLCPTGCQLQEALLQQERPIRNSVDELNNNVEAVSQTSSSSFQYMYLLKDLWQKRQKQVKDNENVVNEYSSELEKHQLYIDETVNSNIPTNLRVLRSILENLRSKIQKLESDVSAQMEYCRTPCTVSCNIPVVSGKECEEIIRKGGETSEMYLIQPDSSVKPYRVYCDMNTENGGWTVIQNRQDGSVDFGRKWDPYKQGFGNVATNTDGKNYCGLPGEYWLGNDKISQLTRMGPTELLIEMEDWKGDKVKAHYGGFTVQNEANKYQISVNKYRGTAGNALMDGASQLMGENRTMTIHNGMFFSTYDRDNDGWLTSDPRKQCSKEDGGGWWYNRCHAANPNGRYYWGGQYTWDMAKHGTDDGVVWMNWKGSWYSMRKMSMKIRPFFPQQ
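system = human fibrin DD(E) protein | quantity = DD(E) 2 µM final | medium = Tris/NaCl/CaCl2 buffer, pH 7.8 | also added = labelled Tn7 tracer, 0.1 µM | compound dosing = single point at 8.3 µM | timing = compound with protein 10 min, then 3 h after probe, room temperature | signal = FP measurement | benchmarks = Aha-Tn7 high control | repeats = one replicate per compound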
TCR-CD3 inh = blocks the human TCR-CD3 interaction; TAMRA-labeled TCR probe fluorescence, biochemical; inhibition, % at 9.4 µM; 360,000 tested, 0.37% active; AID 651800; in the data active means inhibition above about 19%;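 further: recombinant mutant TCR 2C K166C tagged with TAMRA read by polarization; 0% = receptor in buffer alone and 100% = receptor with positive control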
TDP2 inh = blocks human TDP2 phosphodiesterase activity. AID 720702. recombinant TDP2, T5PNP hydrolysis, p-nitrophenol absorbance 415 nm. inhibition, % at 12.8 µM. 370,000 tested, 0.34% active. O95551;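 active means inhibition above the mean of all tested compounds plus 3 SD, set per campaign, cut at about 25% in these data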;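 further: 0% = DMSO with enzyme and 100% = buffer with substrate but no TDP2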
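Assay system: Recombinant human TDP2 | Quantity: 120 nM TDP2 per well | Incubation: 2 h at 37 °C | Signal: Epi absorbance | Evaluation: Percent inhibition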
SIAE primary = human SIAE inhibition, primary screen; Q9HAT2; SIAE FP-Rh probe binding, fluorescence polarization; inhibition, % at 9.66 µM; 370,000 tested, 0.69% active; AID 1053197;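 active means inhibition above a cutoff: mean of compounds within the control limits plus 3 SD of those, cut at about 17% in these data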;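 further: 0% = plate median of compound wells and 100% = probe without SIAE protein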
DDE Tn6 FP inh = inhibitors of Tn6 peptide binding to human fibrin DD(E) | Fibrin DD(E) TRITC-Tn6 fluorescence polarization displacement | inhibition, % at 8.3 µM | 370,000 tested, 0.21% active | P02675 | AID 720509;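 active means inhibition above a per-campaign cutoff: mean of compounds within control limits plus 3 SD, cut at about 15% in these data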;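 further: 0% = median of all compound wells on the plate and 100% = blocking peptide control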
PRMT1 inh = inhibitors of human PRMT1; recombinant PRMT1, activity-based probe fluorescence polarization; inhibition, % at 2.79 µM; 370,000 tested, 1.3% active;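 active means inhibition above about 21% made by adding two undisclosed values, limit read from the data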
LEDGF integ inh = blocks HIV-1 LEDGF/p75-dependent DNA integration | AID 743269 | TR-FRET IN-LEDGF/p75 DNA integration, Eu/Cy5 | inhibition, % at 3.7 µM | 370,000 tested, 0.64% active;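 active means inhibition above the screen-wide mean plus 3 SD, cut at about 13% in these data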;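 further: signal is the Cy5 over europium emission ratio at 671 and 618 nm; 0% = plate median of compound wells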
UHRF1 binding = blocks human UHRF1 binding to methylated DNA | Q96T88 | UHRF1 binding to methylated oligo, TR-FRET | inhibition, % at 4.4 µM | 370,000 tested, 0.75% active; in the data active means inhibition above about 21%;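 further: UHRF1 SRA domain binding a hemimethylated CpG hairpin DNA probe; 0% = median of test compound wells and 100% = reference inhibitor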
* hit, by the source's call; / = not tested or not shown.

entry	molecule	MBD2 inh	KLK7 zymogen act	Tn7 DDE FP	TCR-CD3 inh	TDP2 inh	SIAE primary	DDE Tn6 FP inh	PRMT1 inh	LEDGF integ inh	UHRF1 binding
1	O=C(NCCc1ccc(Cl)cc1)C1CCCN(S(=O)(=O)c2cnc[nH]2)C1 (configuration not stated)	1	-0.2	0	-2	2	-2	-4	5	-3	2
2	O=C(Nc1ccccc1)C(Cc1ccccc1)NC(=O)C12CC3CC(CC(C3)C1)C2 (configuration not stated)	-2	0.7	5	1	4	-5	4	2	1	0
3	CCOc1ccc(NC(=O)NC2CCS(=O)(=O)C2)cc1 (configuration not stated)	-2	-0.2	0	5	0	-4	1	2	-3	-1
4	CC(=O)c1ccc(N2Cc3ccccc3C2=NC(=O)c2cccs2)cc1	-4	-0.4	9	7	-4	-6	0	-2	0	-4
5	Cc1ccc(S(=O)(=O)N(Cc2cc3ccc(C)cc3[nH]c2=O)c2ccccc2)cc1	3	-0.1	-8	-3	-13	-1	1	6	2	-2
6	CC1CCN(c2c(NCc3ccc(C(=O)N4c5ccccc5CC4C)cc3)c(=O)c2=O)CC1 (configuration not stated)	2	1.0	-1	3	7	1	0	-1	-2	1
7	O=C1C=C(NCc2ccccc2)c2ccccc2C1=O	-21	-3.5	7	-2	23	-6	-3	7	12	-7
8	COc1ccc(OC)c(NC(=O)c2ccc(CN(c3cc(Cl)ccc3C)S(=O)(=O)c3ccccc3)cc2)c1	1	0.0	1	7	6	-1	7	-2	-2	-1
9	C[C@H]1CN([C@@H](C)CO)S(=O)(=O)c2ccc(Br)cc2O[C@@H]1CN(C)C(=O)C1CCOCC1	1	0.6	-6	10	8	-3	3	-2	0	0
10	Cc1cccc(N2CCN(C(=O)c3ccc4[nH]c(C)c(C)c4c3)CC2)c1C	2	-0.1	-13	3	1	0	-3	1	5	-1
11	CCN(C(=O)COC(=O)c1c(NC(C)=O)sc(C)c1C)c1c(N)n(Cc2ccccc2)c(=O)[nH]c1=O	3	0.4	3	3	2	-20	11	1	-1	-1
12	O=C(Nc1scc(-c2cccs2)c1C(=O)O)c1cccs1	2	-0.4	-2	-2	3	-8	-1	4	12	-1
13	COc1ccc(O)c(-c2cc(-c3cccs3)[nH]n2)c1	0	-0.6	5	4	-1	-2	0	-3	6	1
14	C#CCOCCOCCOCCNc1nc(N2CCN(C(=O)[C@H](CCCN=C(N)N)n3cc(C(N)[C@@H](C)CC)nn3)CC2)nc(N2CCN(C(=O)[C@H](CCC(=O)O)n3cc([C@@H](N)[C@H](C)CC)nn3)CC2)n1 (some centres not stated)	-2	1.1	-5	-4	13	2	1	-2	3	0
15	Cn1c(NC(=S)Nc2ccccc2)nc2ccccc21	4	-1.4	2	-2	-9	5	-3	2	12	-9
16	CC(=O)c1cccc(Oc2cc(NN3CCCCC3)c([N+](=O)[O-])cc2[N+](=O)[O-])c1	0	0.2	2	-2	9	-3	3	-2	-2	0
17	CN(C)CCOC1c2ccccc2-c2ccccc21	4	0.1	1	4	-10	-1	6	1	2	0
18	CC(C)(C)OC(=O)NCCCCCNC(=O)c1ncn2c1c(=O)[nH]c1ccccc12	5	-2.4	4	1	-7	-1	3	0	-3	-2
19	Cc1cccc(OCC(=O)Nc2cc(C)c(C)cc2O)c1	-4	0.4	-2	3	3	7	1	-1	-2	-4
20	CC1CC(C)CN(C(=O)CNS(=O)(=O)c2ccc(Br)s2)C1 (configuration not stated)	7	0.2	5	4	-1	10	-5	-2	3	2
21	Cc1cc(C)c(NC(=O)c2ccc(S(=O)(=O)N3CCOCC3)cc2)c(C)c1	-6	0.1	1	-8	0	-5	0	8	-5	2
22	COc1cccc(NC(=O)CSc2nnc(-c3ccoc3C)n2C)c1	3	0.1	-1	0	6	6	1	-4	2	0
23	Cc1ccc(S(=O)(=O)N(C)C)cc1NC(=O)COC(=O)c1ccc2c(c1)OCO2	-2	-0.1	-10	6	3	-1	-2	2	-1	-2
24	O=C(O)c1cccc(NC2=C(N3CCOCC3)C(=O)c3ccccc3C2=O)c1	-4	2.0	1	-3	37*	-3	9	-1	1	2
25	COC(=O)c1ccc(OCC(=O)Nc2nn(-c3ccccc3)nc2C(N)=O)cc1	-1	0.0	3	-10	13	-4	2	-4	-3	-1

Quoted from the listing, five compounds:
entry	molecule	MBD2 inh	KLK7 zymogen act	Tn7 DDE FP	TCR-CD3 inh	TDP2 inh	SIAE primary	DDE Tn6 FP inh	PRMT1 inh	LEDGF integ inh	UHRF1 binding
21	Cc1cc(C)c(NC(=O)c2ccc(S(=O)(=O)N3CCOCC3)cc2)c(C)c1	-6	0.1	1	-8	0	-5	0	8	-5	2
22	COc1cccc(NC(=O)CSc2nnc(-c3ccoc3C)n2C)c1	3	0.1	-1	0	6	6	1	-4	2	0
23	Cc1ccc(S(=O)(=O)N(C)C)cc1NC(=O)COC(=O)c1ccc2c(c1)OCO2	-2	-0.1	-10	6	3	-1	-2	2	-1	-2
24	O=C(O)c1cccc(NC2=C(N3CCOCC3)C(=O)c3ccccc3C2=O)c1	-4	2.0	1	-3	37*	-3	9	-1	1	2
25	COC(=O)c1ccc(OCC(=O)Nc2nn(-c3ccccc3)nc2C(N)=O)cc1	-1	0.0	3	-10	13	-4	2	-4	-3	-1

More structures follow.
entry	molecule	MBD2 inh	KLK7 zymogen act	Tn7 DDE FP	TCR-CD3 inh	TDP2 inh	SIAE primary	DDE Tn6 FP inh	PRMT1 inh	LEDGF integ inh	UHRF1 binding
26	COc1ccc(OC)c(/C(O)=C/C(=O)C(=O)Nc2cc(C)ccc2OC)c1	0	-0.1	2	8	1	10	-3	18	2	-2
27	CCOc1cc(N2CCOCC2)c(OCC)cc1NC(=O)c1ccc(F)c(S(=O)(=O)N2CCOCC2)c1	1	-0.4	0	-1	10	6	0	-1	-4	2
28	O=C(NN=C1CCCC1)c1ccc(Br)cc1	-3	-1.1	6	-12	-12	-4	5	3	-2	-1
29	CCOc1ccccc1C(=O)N/N=C/c1cccc2cccnc12	3	-0.8	1	3	-9	-17	-9	2	-2	-1
30	CC(C)Oc1ccc(-c2csc(N3CCC(C(N)=O)CC3)n2)cc1	7	/	5	/	6	1	-6	5	-5	-1
31	Cc1c(NC(=O)CSc2ncnc3ccccc23)c(=O)n(-c2ccccc2)n1C	-5	-0.8	2	-2	-11	-2	-2	6	-2	4
32	O=C(NCC1(N2CCCCC2)CCCCC1)C1CC(=O)N(c2ccc3c(c2)OCCO3)C1 (configuration not stated)	-1	0.0	-11	2	-8	0	-7	-1	4	2
33	Cc1ccc(C)c(NC(=O)CN(C)C(=O)c2ccc3ncsc3c2)c1	2	-0.4	-4	-7	2	-3	3	3	-1	1
34	COc1cc(C2OC(=O)C3C(c4ccc(OC(C)=O)c(OC)c4)OC(=O)C23)ccc1OC(C)=O (configuration not stated)	-2	0.4	-4	-3	-10	-2	5	4	-3	2
35	Cc1ccnc(NC(=O)c2cc(-c3ccc(Cl)s3)nc3ccccc23)c1	3	-12	-7	-3	8	-21	-3	-3	1	2
36	CC1CCN(c2ccc(C(=O)O)cc2NS(=O)(=O)c2ccc(Br)cc2)CC1	2	0.6	2	-3	-12	7	-2	3	3	1
37	COC(=O)[C@H](C(C)C)N(Cc1cn(Cc2ccccc2)nn1)S(=O)(=O)c1ccc(F)cc1Br	7	0.2	5	/	-5	1	-2	3	1	16
38	CC(=O)NC(c1cc(Cl)c2cccnc2c1O)C1CC1 (configuration not stated)	0	0.4	8	1	6	16	7	-5	-8	-4
39	O=C(NC(=S)NCCO)c1cn(-c2ccccc2)nc1-c1ccccc1	-5	0.5	-1	-7	-20	-8	4	-8	0	2
40	O=C(C1CCC1)N1CCc2cc(S(=O)(=O)N3CCCCC3)ccc21	-1	-0.1	-1	-1	-9	2	2	-2	4	3
41	c1ccc(-c2csc3ncn4nnnc4c23)cc1	-1	0.0	0	3	4	4	-6	4	0	-1
42	CC(C)CC(=O)NC(=S)Nc1cccc2nsnc12	0	0.6	0	-1	1	-3	-4	1	-3	0
43	O=C(NC(c1ccc(-c2ccccc2)cc1)c1cnccn1)C1CCN(Cc2cccs2)CC1 (configuration not stated)	-7	0.3	6	-3	-4	0	-2	-1	1	0
44	COCCNC(=O)c1cccc(OC2CCN(Cc3ccc(OC(F)F)cc3)CC2)c1	-1	-0.4	-2	-1	6	6	4	-3	3	1
45	COC(=O)c1cc(NC(=O)c2ccc(F)cc2)cc(C(=O)OC)c1	-1	-0.5	3	5	12	-1	-1	0	-1	-1
46	CC(=O)c1ccc(NC(=O)C2CCCC2)cc1	3	0.0	-3	-5	8	-1	0	1	-1	3
47	CCCCCCCCN1C(=O)[C@H](CC(=O)NCC23CC4CC(CC(C4)C2)C3)C[C@@]2(C(=O)OC)CC(C)(C)CC=C12	-1	0.3	4	3	-1	3	-4	3	2	-1
48	Cc1cccc(NC(=S)NCC(c2ccccc2)N(C)C)c1 (configuration not stated)	0	0.2	2	13	10	10	3	3	0	-1
49	Cc1ccccc1C(=O)Oc1cc(N)n(S(C)(=O)=O)n1	-2	-0.2	1	6	1	-5	6	-4	1	-3
50	COc1ccccc1C1(CCNC(C)c2cccs2)CCOC(C(C)C)C1 (configuration not stated)	-3	0.3	4	0	-4	-5	-1	0	1	0
51	Cc1ccccc1C1c2[nH]c3ccccc3c2CCN1C(=O)c1ccc(=O)n(C)n1 (configuration not stated)	-1	0.7	2	-4	-9	3	-2	1	2	2
52	CCc1nnc(SCC(=O)Nc2ccc(F)cc2)o1	0	0.2	-2	1	2	0	3	-1	1	-1
53	CCCn1c(=O)c(C(=O)NNS(=O)(=O)c2ccc(Cl)cc2)c(O)c2ccccc21	-4	0.2	-4	2	6	0	6	1	0	-4

Pulled by compound from above, two records:
entry	molecule	MBD2 inh	KLK7 zymogen act	Tn7 DDE FP	TCR-CD3 inh	TDP2 inh	SIAE primary	DDE Tn6 FP inh	PRMT1 inh	LEDGF integ inh	UHRF1 binding
29	CCOc1ccccc1C(=O)N/N=C/c1cccc2cccnc12	3	-0.8	1	3	-9	-17	-9	2	-2	-1
32	O=C(NCC1(N2CCCCC2)CCCCC1)C1CC(=O)N(c2ccc3c(c2)OCCO3)C1 (configuration not stated)	-1	0.0	-11	2	-8	0	-7	-1	4	2

Marked active in TDP2 inh, among the entries above:
entry	molecule	MBD2 inh	KLK7 zymogen act	Tn7 DDE FP	TCR-CD3 inh	TDP2 inh	SIAE primary	DDE Tn6 FP inh	PRMT1 inh	LEDGF integ inh	UHRF1 binding
24	O=C(O)c1cccc(NC2=C(N3CCOCC3)C(=O)c3ccccc3C2=O)c1	-4	2.0	1	-3	37*	-3	9	-1	1	2

Only DDE Tn6 FP inh, LEDGF integ inh and Tn7 DDE FP, for 3 of the compounds above:
| entry | Structure | DDE Tn6 FP inh | LEDGF integ inh | Tn7 DDE FP |
| --- | --- | --- | --- | --- |
| 36 | CC1CCN(c2ccc(C(=O)O)cc2NS(=O)(=O)c2ccc(Br)cc2)CC1 | -2 | 3 | 2 |
| 37 | COC(=O)[C@H](C(C)C)N(Cc1cn(Cc2ccccc2)nn1)S(=O)(=O)c1ccc(F)cc1Br | -2 | 1 | 5 |
| 38 | CC(=O)NC(c1cc(Cl)c2cccnc2c1O)C1CC1 (configuration not stated) | 7 | -8 | 8 |
